# ER stress surv: ER stress cell death inhibition; CSM14.1 thapsigargin ER stress survival, ATP luminescence; relative survival (cellular ATP), % at 15 µg/mL (by protocol); 48,000 compounds, 0.33% hits; AID 1010;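 active = survival measured by cellular ATP above 50% at 15 µg/ml in the first screen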;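 note: cell death triggered by about 15 µM thapsigargin; ATP read 24 h after thapsigargin was added; plate controls were thapsigargin with DMSO for no effect and DMSO without thapsigargin for full effect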
# Numbers without * were called inactive. A portion of the library. The share of hits here may be higher or lower than overall.
# The opening 19 compounds, to show the layout:
SMILES,ER stress surv
CCCOc1ccccc1C1C(C(=O)OCCc2ccccc2)=C(C)NC2=C1C(=O)CCC2 (configuration not stated),9
Cc1ccc(N2C(=O)CC(Sc3nc4ccccc4s3)C2=O)cc1Cl (configuration not stated),-4
O=C(CSc1nc2ccccc2s1)N/N=C/c1cccc2ccccc12,11
Cc1c(NC(=O)c2ccc(I)cc2[N+](=O)[O-])c(=O)n(-c2ccccc2)n1C,14
COc1ccc(Br)cc1CN1CCN(Cc2ccc3c(c2)OCO3)CC1,-6
O=C(Nc1ccccc1Cl)N1CCN(c2ccc(F)cc2)CC1,9
COc1ccc(N2C(=O)C3ON(c4ccccc4)C(c4ccncc4)C3C2=O)cc1 (configuration not stated),5
Cc1n[nH]c(C)c1CCCCCCOc1ccccc1Cl,-1
COc1ccc(CC(=O)N=Nc2c(O)n(CN3CCCC3)c3ccccc23)cc1,-2
O=C(COc1ccc(Cl)cc1Cl)NNc1nc(N2CCOCC2)nc(N2CCOCC2)n1,-6
CCOC(=O)Cc1nnc(Nc2ccc(C)cc2)c2ccccc12,-4
C=CSC1=C(C#N)C(c2cccc3ccccc23)CC(=O)N1 (configuration not stated),6
COc1ccc(/C=N\NC(=O)c2c(C)nc3cc(C)ccn23)c(OC)c1,3
CCCCOc1ccc(NC(=O)/C=C/c2ccc(OC)c(OC)c2)cc1,2
N/C(=N\OC(=O)/C=C/c1ccccc1)c1cccnc1,4
Cc1ccccc1S(=O)(=O)NC(=O)C(C)O (configuration not stated),5
Cc1ccc(C=Nc2ccc(I)cc2)o1,-1
C/C(CC1CC2=C(CC1(C)C)C(C)(C)CCC2)=N\O (configuration not stated),2
Cc1ccc(S(=O)(=O)N2CCCC2)cc1,7

# Main list, previewed entries included:
SMILES,ER stress surv
CCCOc1ccccc1C1C(C(=O)OCCc2ccccc2)=C(C)NC2=C1C(=O)CCC2 (configuration not stated),9
Cc1ccc(N2C(=O)CC(Sc3nc4ccccc4s3)C2=O)cc1Cl (configuration not stated),-4
O=C(CSc1nc2ccccc2s1)N/N=C/c1cccc2ccccc12,11
Cc1c(NC(=O)c2ccc(I)cc2[N+](=O)[O-])c(=O)n(-c2ccccc2)n1C,14
COc1ccc(Br)cc1CN1CCN(Cc2ccc3c(c2)OCO3)CC1,-6
O=C(Nc1ccccc1Cl)N1CCN(c2ccc(F)cc2)CC1,9
COc1ccc(N2C(=O)C3ON(c4ccccc4)C(c4ccncc4)C3C2=O)cc1 (configuration not stated),5
Cc1n[nH]c(C)c1CCCCCCOc1ccccc1Cl,-1
COc1ccc(CC(=O)N=Nc2c(O)n(CN3CCCC3)c3ccccc23)cc1,-2
O=C(COc1ccc(Cl)cc1Cl)NNc1nc(N2CCOCC2)nc(N2CCOCC2)n1,-6
CCOC(=O)Cc1nnc(Nc2ccc(C)cc2)c2ccccc12,-4
C=CSC1=C(C#N)C(c2cccc3ccccc23)CC(=O)N1 (configuration not stated),6
COc1ccc(/C=N\NC(=O)c2c(C)nc3cc(C)ccn23)c(OC)c1,3
CCCCOc1ccc(NC(=O)/C=C/c2ccc(OC)c(OC)c2)cc1,2
N/C(=N\OC(=O)/C=C/c1ccccc1)c1cccnc1,4
Cc1ccccc1S(=O)(=O)NC(=O)C(C)O (configuration not stated),5
Cc1ccc(C=Nc2ccc(I)cc2)o1,-1
C/C(CC1CC2=C(CC1(C)C)C(C)(C)CCC2)=N\O (configuration not stated),2
Cc1ccc(S(=O)(=O)N2CCCC2)cc1,7
C=CCOc1ccc(/C=C2\C(=O)NC(=S)N(c3ccc(Br)cc3)C2=O)cc1OC,3
COc1ccc(NC(=O)c2ccncc2)c(OC)c1,6
COc1ccc(NC(=O)C2CC2(c2ccc(C)cc2)c2ccc(C)cc2)cc1 (configuration not stated),0
O=C(NC1C2CC3CC(C2)CC1C3)c1ccccc1Br (configuration not stated),-3
CCOC(=O)c1c(NC(C)=O)sc2c1CC(C)(CC)OC2 (configuration not stated),11
CCOc1cc(/C=N/n2nnnc2N)ccc1OCc1c(C)no[n+]1[O-],-6
CCCOc1ccccc1C1CC(=O)Nc2c1ccc1ccccc21 (configuration not stated),1
NS(=O)(=O)c1ccc(CNC2CC(=O)N(c3ccccc3)C2=O)cc1 (configuration not stated),5
CCOC(=O)c1ccccc1N/C=C/C(=O)c1ccc(OC)cc1,-4
CC1(C)Cc2ccccc2-c2nnc(-c3cccc(N)c3)n21,11
CCC1=NN(C(=O)c2cccc(O)c2)C(O)(c2ccncc2)C1 (configuration not stated),5
O=C(Nc1ccc(S(=O)(=O)N2CCCCCC2)cc1)c1ccc(Cl)cc1Cl,7
N#Cc1cc2c(nc1SCC(=O)Nc1nccs1)CCCC2,-2
c1cncc(-c2noc(COc3ccc4ccccc4c3)n2)c1,2
Cc1cc2nc(-c3ccc(NC(=O)c4cccc([N+](=O)[O-])c4C)cc3)oc2cc1C,1
O=C(Sc1nnc(-c2cccc(Br)c2)o1)c1ccc([N+](=O)[O-])cc1,-2
COc1cc(C)c(N(C(C)=O)c2ccccc2)c(C)c1,9
O=C(NC1CCCC1)c1cc2ccccc2oc1=O,8
C=CCNC(=O)C(=O)NCc1ccc(Cl)cc1Cl,5
COc1ccccc1/C=C1\SC(=O)N(c2ccc(Cl)cc2)C1=O,-2
CC(=O)Nc1ccc(OC(=O)c2c(F)cccc2F)cc1,2
CCOC(=O)C1=C(C)NC2=C(C(=O)CCC2)C1c1ccc2c(c1)OCO2 (configuration not stated),3
COc1ccccc1OCC(=O)Nc1ccc2c(c1)OCCO2,-3
Cc1ccc(C(=O)C(C)[n+]2cccc(C(N)=O)c2)cc1 (configuration not stated),2
COc1cc(/C=N/N2C(=O)CSC2=S)ccc1O,4
Cc1ccc(C(=O)N2CCN(c3c(Cl)cccc3[N+](=O)[O-])CC2)cc1,3
CN1C2=NC(=O)/C(=C/c3ccc([N+](=O)[O-])o3)N2c2ccccc21,8
O=C1CCCC2=C1C(c1ccccc1Cl)Nc1ccc(C(=O)c3ccccc3)cc1N2 (configuration not stated),3
CCOC(=O)c1ccccc1NC(=O)COc1ccc(Cl)cc1C,11
CCOCCOC(=O)c1ccc(NC(=O)c2cccc(C)c2)cc1,9
CCOC(=O)c1cc(-c2ccco2)nc2ccc(Br)cc12,-8
O=C(CN1C(=O)c2ccc([N+](=O)[O-])cc2C1=O)Nc1ccc(Br)cc1C(=O)O,2
COc1ccc(-n2c(C=C3C(=O)Nc4ccc(C)cc43)nc3ccccc3c2=O)cc1,2
CN(C)/C=C1\CCCCC1=C(C#N)C#N,5
CC(C)=C1C2CCC1C(C(=O)Nc1cc(C)cc(C)c1)C2C(=O)O (configuration not stated),11
COc1cc(OC)c(OC)cc1C=C1C(=O)N(C)C(=O)N(C)C1=O,4
NC(=O)CCC(NC(=O)c1ccc(-c2ccccc2)cc1)C(=O)O (configuration not stated),3
Cc1c(C(=O)Nc2ccc3nn(-c4ccccc4)nc3c2)cccc1[N+](=O)[O-],2
CCOC(=O)c1c(N)sc(C(=O)Nc2cc(C)ccc2C)c1C,-3
O=C(c1ccc(Cl)cc1[N+](=O)[O-])N1CCN(Cc2ccccc2)CC1,3
Cc1cccc(Nc2nc3c(s2)CCCC3)c1,-6

# (further entries)
SMILES,ER stress surv
O=C(CCCN1C(=O)/C(=C\c2cccs2)SC1=S)Nc1ccc(Br)cc1,16
Cc1cccc(C(NC(N)=O)c2ccccc2)c1 (configuration not stated),4
O=C(CSc1nc2ccccc2o1)N=Nc1c(O)n(CN2CCCC2)c2ccccc12,-1
NC(N)=NS(=O)(=O)c1ccc(NS(=O)(=O)c2ccc3ccccc3c2)cc1,5
Cc1cc(Oc2ccc(F)c(F)c2)c(F)cc1[N+](=O)[O-],12
NC(=O)c1ccccc1NC(=O)c1ccccc1I,12
CON1C(=O)C(=O)N(OC)C(C)(C)C1C (configuration not stated),1
Cc1cc2nc(-c3ccc(C)c(NC(=O)COc4ccc([N+](=O)[O-])cc4)c3)oc2cc1C,31
CCOC(=O)C1C(=O)NC(SC)=C(C#N)C1c1ccccc1[N+](=O)[O-] (configuration not stated),1
CCC(CC)C(=O)Nc1cc(OC)ccc1OC,4
CCOC(=O)c1ccc(N2NC(=O)/C(=C/c3ccc(-c4ccc(Cl)c(C(=O)O)c4)o3)C2=O)cc1,-2
Cc1cc(C)cc(N2C(=O)NC(=O)/C(=C\c3ccc(F)cc3)C2=O)c1,6

# In a second layout: entries from further up.
compound	ER stress surv
Cc1cccc(C(NC(N)=O)c2ccccc2)c1 (configuration not stated)	4
O=C(CSc1nc2ccccc2o1)N=Nc1c(O)n(CN2CCCC2)c2ccccc12	-1

# Next entries
SMILES,ER stress surv
O=C(Nc1ccc2oc(-c3ccccc3F)nc2c1)c1cccc([N+](=O)[O-])c1,-3
O=C1c2cccc3ccc(Cl)c(c23)C(=O)N1O,0
CCOc1ccc(C2/C(=C(\O)c3ccccc3)C(=O)C(=O)N2c2cccnc2)cc1 (configuration not stated),-1
CS(=O)(=O)N(Cc1ccc(C(=O)NCc2ccc(Cl)cc2)cc1)c1ccccc1,8
COc1ccc2c(c1)C(C)CC(C)(C)N2C(=O)c1sc2cc([N+](=O)[O-])ccc2c1Cl (configuration not stated),2
CCOc1ccc(NC(=O)C2=C(C)NC(=O)NC2c2cccc(Br)c2)cc1 (configuration not stated),7
CC(C)Oc1ccccc1C1Nc2ccccc2NC2=C1C(=O)CC(c1ccccc1)C2 (configuration not stated),23
CN(C)CCN1C(=O)C(=O)/C(=C(/O)c2ccccc2)C1c1ccc(Cl)cc1Cl (configuration not stated),7
Cc1ccc(NC(=O)CN(c2cc(Cl)cc(Cl)c2)S(C)(=O)=O)c(C)c1,4
CC(=O)c1cccc(NC(=O)/C(=C\c2cccnc2)NC(=O)c2ccccc2)c1,2
CSc1ccc(C=Nc2ccccc2C(N)=O)cc1,-13
COc1cccc(/C=N/NC(=O)C(=O)NCc2ccccn2)c1O,19
COc1ccc(N2C(=O)NC(=O)/C(=C/c3ccc(-c4ccc(C(=O)O)cc4)o3)C2=O)cc1,1
COc1ccc(CNC2=CC(=O)OC23CCCCC3)cc1,6
O=c1c(/C=C(\O)c2ccc(F)cc2)nc2ccccc2n1-c1ccccc1,-9
C=CCC1(N(Cc2ccccc2)C(C)=O)CCCCC1,4
COc1ccc(CC(=O)Nc2ccc(Nc3ccccc3)cc2)cc1OC,0
Cc1ccc(S(=O)(=O)CCc2nc3ccccc3s2)cc1C,6
Nc1nnc(CCC(=O)c2ccccc2)s1,8
O=C(NN=C1CCCCC1)c1ccc(O)cc1,-5
Cc1ccc(C(C)C)c(OCCNC(=O)c2cc(F)c(F)cc2Cl)c1,10
O=C(NCc1ccco1)Nc1ccncc1,-2
O=C(Nc1ccc(OC(F)(F)F)cc1)C1CCCN1S(=O)(=O)c1ccc(Cl)cc1 (configuration not stated),2
COc1ccc(N(CC(=O)Nc2cccc(SC)c2)S(=O)(=O)c2ccccc2)cc1,6
COc1ccc(NC(=O)C2=C(C)NC(=O)NC2c2cccc(Cl)c2)cc1 (configuration not stated),8
Cc1occc1C(=O)Nc1cccc2ccccc12,5
Cc1ccc(N2C(=O)CC(NCCc3cccc(F)c3)C2=O)cc1 (configuration not stated),-2
Cc1cccc(CC(Cc2nc3ccccc3[nH]2)c2nc3ccccc3[nH]2)c1 (configuration not stated),-2
COc1cc(OC)c([N+](=O)[O-])cc1/C=C1/C(=O)NC(=O)N(c2ccc(Br)cc2)C1=O,-1
Cc1cccc(NCc2cccc([N+](=O)[O-])c2)c1,0
COC(=O)c1cc(C)sc1NC(=O)c1sc2cc(Cl)ccc2c1Cl,0
CCCOc1cccc(C(=O)Nc2ccc3c4c(cccc24)CC3)c1,0
Cc1c(C(=O)OC(C)C)sc(NC(=O)/C=C/c2ccc3c(c2)OCO3)c1C(=O)OC(C)C,8
COc1ccc(C2NC(=O)NC(C)=C2C(=O)OCc2ccccc2)cc1OC (configuration not stated),16
Cc1cccc(OCC(=O)n2cnnc2N)c1,12
Cc1sc2nc(SCC(=O)NCCCN3CCOCC3)n(-c3ccccc3)c(=O)c2c1C,1
CCOc1cccc(/C=N/NC(=O)CSc2nc3ccccc3n2Cc2ccccc2)c1O,5
O=C(Nc1ccc(Cl)cc1)NC1CCCCCCC1,-22
COc1ccc(Br)cc1C=NN1CCN(Cc2ccccc2)CC1,8
COCCNC(=O)COc1ccc(C)cc1Br,0
CCC1(C)CC(CCNCc2ccc(F)cc2)(c2ccc(OC)cc2)CCO1 (configuration not stated),-31
CCOC(=O)c1ccc(NC(=S)NC(NC(=O)CC(C)C)C(Cl)(Cl)Cl)cc1 (configuration not stated),4
COc1ccc(CNS(=O)(=O)c2ccc3ccccc3c2)cc1,-1
O=C1NC(=S)S/C1=C/c1ccc(-c2ccc(C(=O)O)c(Cl)c2)o1,7
Oc1ccc(Nc2nc3nonc3nc2Nc2ccccc2)cc1,-24
CCCC(=O)Nc1ccc(-c2nc3ncccc3o2)cc1,2
O=C(c1nn2c(C(F)(F)F)cc(-c3ccco3)nc2c1Cl)N1CCCCC1,6
CC1C(c2ccccc2)N(C)C(c2ccccc2)CC1(O)Cc1ccccc1 (configuration not stated),-5
O=C(CCCN1C(=O)c2cccc3cccc(c23)C1=O)N1CCc2ccccc2C1,2
S=c1nc(COc2ccc(Cl)cc2Cl)[nH][nH]1,-2
CC(=O)Nc1ccccc1NC(=O)c1cccc(I)c1,0
O=C(O)c1ccc(CNC(=S)Nc2ccccc2)cc1,-3
COc1cc(/C=C(/C#N)C(=O)Nc2cccc(Br)c2)cc([N+](=O)[O-])c1O,-3
O=C(Nc1ccc(Cl)cc1)Nc1nnc(COc2ccc(Cl)cc2Cl)s1,22
Cc1ccccc1N(CC(=O)NCC(C)c1ccccc1)S(=O)(=O)c1ccccc1 (configuration not stated),2
Nc1cc(Cl)c(S(=O)(=O)N2CCOCC2)cc1S(=O)(=O)N1CCOCC1,0
O=C(Nc1ccc(I)cc1)c1ccc(I)cc1,-2
Cc1ccc(-c2csc(NC(=O)C3CC4CCC3C4)n2)cc1 (configuration not stated),10
CCOC(=O)N/N=C(\C)Cc1ccc2c(c1)OCO2,0
O=C1NC(=Nc2cccnc2)S/C1=C\c1ccc(F)cc1,3
CCc1ccccc1NS(=O)(=O)c1ccc(OC)c(OC)c1,0
